NPC1 prom act: qHTS Assay for NPC1 Promoter Activators; 320,000 tested, 2.4% active; Huh7 NPC1 promoter luciferase reporter, 24 h; Potency, µM (titrated, usually from 9.22 µM), inactives show at the top dose activation, most hits filed as activators;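 further: potency means the concentration at half of the fitted maximal effect; % of control where 0% means no effect; nearly all actives have a fitted effect of over 60% in size; reporter is driven by a mutant NPC1 promoter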
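Stable NPC1-promoter luciferase Huh7 line; cpd (DMSO) 24 h, 37 °C, 5% CO2; Amplite luciferase reagent 10 min RT; luminescence readout. qHTS format.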
FLuc counter: qHTS profiling assay for firefly luciferase inhibitor/activator using purifed enzyme and Km concentrations of substrates (counterscreen for miR-21 project). 360,000 tested, 6.9% active. Luciferin 4-monooxygenase (Photinus pyralis), P08659. purified FLuc, Km substrates, luminescence inhibition. AID 588342, 2011. Potency, µM (top dose mostly 57.5 µM), without a hit: at the highest dose activity change, negative = inhibition, actives largely listed as inhibitors;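 further: potency means the concentration at half of the fitted maximal effect; plate controls were vehicle for no effect and reference inhibitor for full effect; nearly all actives have a fitted effect of over 55% in size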
Target sequence (P08659 whole entry, looked up): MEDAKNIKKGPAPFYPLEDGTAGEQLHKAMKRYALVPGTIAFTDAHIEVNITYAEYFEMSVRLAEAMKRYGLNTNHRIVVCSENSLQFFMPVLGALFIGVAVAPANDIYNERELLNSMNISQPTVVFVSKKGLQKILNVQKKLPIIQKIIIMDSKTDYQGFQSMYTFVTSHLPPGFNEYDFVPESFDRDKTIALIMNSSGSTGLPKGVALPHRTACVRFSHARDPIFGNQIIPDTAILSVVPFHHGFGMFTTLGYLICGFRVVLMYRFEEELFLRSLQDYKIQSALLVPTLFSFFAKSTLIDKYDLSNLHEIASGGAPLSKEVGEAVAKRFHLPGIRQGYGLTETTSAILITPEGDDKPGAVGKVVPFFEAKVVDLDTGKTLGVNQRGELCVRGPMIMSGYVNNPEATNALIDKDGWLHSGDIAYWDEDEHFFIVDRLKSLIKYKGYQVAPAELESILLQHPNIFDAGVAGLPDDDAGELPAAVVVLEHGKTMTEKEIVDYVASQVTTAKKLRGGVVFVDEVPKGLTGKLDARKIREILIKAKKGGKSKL
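Purified P. pyralis luciferase, 10 nM final, with Km-level 10 uM D-luciferin and 10 uM ATP in 50 mM Tris acetate pH 7.5, 10 mM Mg acetate, 0.01% Tween-20, 0.05% BSA; 6-point qHTS titration about 60 µM downward; luminescence read.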
RORgamma inh: qHTS for inhibitors of ROR gamma transcriptional activity; Nuclear receptor ROR-gamma (Mus musculus), P51450; Drosophila S2 Gal4-RORgamma UAS-luciferase reporter, 20 h; Potency, µM (titrated, usually from 53.6 µM), for the others: top-dose activity change, negative = inhibition, usual class: inhibitors; 310,000 tested, 5.4% active; AID 2551, 2010; further: potency means the concentration at half of the fitted maximal effect; on the % scale 0 is the no-effect control and ±100 the full control effect; nearly all actives have a fitted effect of over 60% in size
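Using a luciferase readout, inhibitors were identified by reduced reporter activity in Drosophila cells coexpressing a copper-inducible Gal4–ROR gamma fusion and UAS-driven Photinus luciferase, incubated 20 hr after 700 uM copper sulfate.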
KCNH2 3.1 block: qHTS for Inhibitors of KCHN2 3.1: Mutant qHTS; U2OS KCNH2 3.1, thallium flux FluxOr; active compounds read low; activity change, % (tested at about 1.8 µM); AID 720553, 2013; Potassium voltage-gated channel subfamily H member 2, brain isoform KCNH2 3.1 (human); 340,000 tested, 0.95% active;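 active means maximum activity change below -70%; inconclusive means maximum activity change from -70% to -50%; inactive means maximum activity change above -50%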;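 further: thallium influx rate constant from kinetic fluorescence after stimulation buffer; on the % scale 0 is the no-effect control and ±100 the full control effect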
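We transduce U2OS cells with the mutant 3.1 virus, culture them overnight, load FluxOr with Red40 quencher for 45 min, then add stimulation buffer and read kinetically for 2 min to derive a normalized rate constant.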
Giardia killer: Small Molecules that selectively kill Giardia lamblia: qHTS; 340,000 tested, 0.15% active; activity change, % at 7.66 µM, hits read low; Giardia lamblia trophozoite viability; in the data active means activity change below about -80%; inconclusive means between about -30% and that limit;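 further: parasites exposed to compound for two days anaerobically before the ATP read; on the % scale 0 is the no-effect control and ±100 the full control effect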
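Anaerobic 48 hrs incubation at 37 deg C of 100 trophozoites/well with test compounds; ATPLite 1-Step luminescence, 15-30 min RT, reports cellular ATP as viability.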
uPA surface inh: qHTS for Inhibitors of Cell Surface uPA Generation. cell surface uPA generation assay, qHTS. Potency, µM (top dose mostly 38.3 µM), for inactives: at the top dose activity change, negative = inhibition, actives largely listed as inhibitors. 330,000 tested, 0.31% active; active means well fitted inhibition curve with a large enough effect; inconclusive means small, poorly fitted or top-dose-only effect; inactive means no such curve, though single readings can be large or run the other way; tested in mouse RAW 264.7 cells; further: potency means the concentration at half of the fitted maximal effect; on the % scale 0 is the no-effect control and ±100 the full control effect; nearly all actives have a fitted effect of over 55% in size
Rab9 prom act: qHTS Assay for Rab9 Promoter Activators | Huh7 Rab9 promoter-luciferase reporter, luminescence, 24 h | Potency, µM (highest dose often 9.22 µM), inactives show at the highest dose activation, negative = inhibition, most hits filed as activators | 320,000 tested, 2.8% active; further: potency means the concentration at half of the fitted maximal effect; % of control where 0% means no effect; nearly all actives have a fitted effect of over 60% in size
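Huh7 reporter line, Rab9 promoter upstream of luciferase. Compound exposure 24 h at 37 °C in reduced-serum medium with 10% FBS. Read-out: luminescence.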
ELG1 genotox: qHTS screen for small molecules that induce genotoxicity in human embryonic kidney (HEK293T) cells expressing luciferase-tagged ELG1 | HEK293T ELG1-luciferase reporter, luminescence, 16 h | Potency, µM (highest dose often 46 µM), without a hit: at the highest dose activity change, positive = activation, actives largely listed as activators | 330,000 tested, 1.3% active; further: potency means the concentration at half of the fitted maximal effect; % of control where 0% means no effect; nearly all actives have a fitted effect of over 60% in size
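Genotoxicity was scored as increased ELG1-luciferase reporter signal, measured by ONE-Glo luminescence (30 min, room temperature). Compound or vehicle exposure of the HEK293T reporter cells lasted 16 hr at 37°C.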
FBPA coupling cs: qHTS Assay for Inhibitors of Fructose-1,6-bisphosphate Aldolase from Giardia Lamblia: Coupling assay counterscreen | coupling enzyme system counterscreen, AmpLite Red fluorescence | 290,000 tested, 0.67% active | activity change, negative = inhibition, % at 58.2 µM, hits read low | AID 2472, 2010; in the data active means activity change below about -30%; further: on the % scale 0 is the no-effect control and ±100 the full control effect
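Counterscreen of the coupled detection system alone, without aldolase: glyceraldehyde-3-phosphate coupling enzymes plus AmpLite Red readout. Compounds at 57.5 uM final, 10 min RT preincubation, 20 min RT reaction, fluorescence 525/598 nm.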
Tb PFK inh: qHTS Assay to Find Inhibitors of T. brucei phosphofructokinase | 330,000 tested, 0.17% active | T. brucei PFK, ADP-Glo luminescence | Potency, µM (doses to about 57.5 µM), for the others: top-dose activity, negative = inhibition, most hits filed as inhibitors | ATP-dependent 6-phosphofructokinase (Trypanosoma brucei brucei), O15648;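 further: potency means the concentration at half of the fitted maximal effect; 0% = uninhibited 1x PFK enzyme wells and -100% = no-enzyme wells; nearly all actives have a fitted effect of over 60% in size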
Target sequence (O15648 whole entry, looked up): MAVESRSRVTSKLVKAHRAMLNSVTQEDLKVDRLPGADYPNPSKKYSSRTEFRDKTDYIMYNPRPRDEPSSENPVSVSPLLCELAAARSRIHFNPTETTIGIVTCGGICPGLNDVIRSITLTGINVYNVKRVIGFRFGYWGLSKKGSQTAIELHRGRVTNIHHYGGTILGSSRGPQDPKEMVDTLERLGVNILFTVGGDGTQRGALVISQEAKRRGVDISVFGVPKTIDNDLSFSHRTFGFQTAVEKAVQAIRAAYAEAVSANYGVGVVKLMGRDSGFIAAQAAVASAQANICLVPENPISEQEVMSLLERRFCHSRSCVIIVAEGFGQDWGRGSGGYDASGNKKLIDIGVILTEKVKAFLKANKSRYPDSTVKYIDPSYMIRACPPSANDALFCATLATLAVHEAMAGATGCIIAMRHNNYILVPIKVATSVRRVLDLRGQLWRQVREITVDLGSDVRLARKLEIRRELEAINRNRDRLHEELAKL
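Activity is normalized to no-enzyme wells (full inhibition) and 1.25 nM enzyme wells (no inhibition). Reaction: 0.5 mM F6P, 0.1 mM ATP, 45 min RT, ADP-Glo luminescence; concentration-response curves fitted and classed by quality.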
Gal4-VP16 FLuc: VP16 counterscreen qHTS for inhibitors of ROR gamma transcriptional activity | Drosophila S2 Gal4-VP16 UAS-luciferase, luminescence, 20 h | Potency, µM (top dose mostly 53.6 µM), for inactives: at the top dose activity, negative = inhibition, actives largely listed as inhibitors | 310,000 tested, 3.5% active | AID 2546, 2010;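 further: Gal4-VP16 expression switched on by copper sulfate through the metallothionein promoter; potency means the concentration at half of the fitted maximal effect; on the % scale 0 is the no-effect control and ±100 the full control effect; nearly all actives have a fitted effect of over 50% in size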
Active calls of the source: *; u = inconclusive; x = no result given; & = joins results of further samples; [ ] = another dose, or the depositor's remark. Unless noted, the call rests on the fitted dose curve; in most records, active means well fitted curve in the direction sought with a large enough effect; inconclusive means small, poorly fitted or top-dose-only effect, or another doubt; inactive means no such curve, though single readings can be large; an effect the other way counts as inactive or inconclusive.

SMILES	NPC1 prom act	FLuc counter	RORgamma inh	KCNH2 3.1 block	Giardia killer	uPA surface inh	Rab9 prom act	ELG1 genotox	FBPA coupling cs	Tb PFK inh	Gal4-VP16 FLuc
C/C(=N/NS(=O)(=O)c1ccccc1)c1c[nH]c2ccccc12	1%	-2%	7%	4	6	-2%	2%	9%	-4	0%	-6%
CC(=O)Nc1ccc(NS(=O)(=O)c2cc([N+](=O)[O-])ccc2C)cc1	-4%	-12%	1%	-4	-9	6%	-1%	0%	1	-1%	2%
COc1ccc(-c2ccc(CCC(=O)O)n2NC(=O)c2cccs2)cc1	-6%	-9%	-19%	-5	9	7%	-1%	0%	2	3%	-6%
CCOc1ccc(CCNC(=O)COC(=O)c2cccc(OC)c2O)cc1OCC	-2%	-1%	6%	-3	-8	8%	0%	-6%	1	-2%	7%
Cc1ccc(C(C(=O)NC(C)(C)C)N(Cc2ccccc2)C(=O)c2snc(C(N)=O)c2N)o1 (centres undefined)	-1%	-2%	-45%	-4	4	5%	2%	-14%	-3	-12%	-3%
Cc1nn(-c2ccc(Cl)cc2)c2[nH]c(=O)c(CNCc3ccc4c(c3)OCO4)cc12	8%	4%	23%	-15	-6	2%	1%	-3%	1	1%	5%
Oc1cccc(CCC2CCCCN2Cc2cn[nH]c2-c2ccc3c(c2)OCO3)c1 (centres undefined)	-4%	-2%	13%	-41	-4	-1%	-4%	1%	1	2%	-7%
CS(=O)(=O)N(CC(O)Cn1c2ccccc2c2ccccc21)c1cccc2ccccc12 (centres undefined)	1%	0%	31%	3	-14	-3%	-7%	-11%	-4	-3%	-25%
COc1ccc(/C(C)=N/OCC(=O)Nc2nc3ccccc3s2)cc1	-4%	u	-7%	0	-10	-3%	-1%	1%	-3	3%	16%
CN(C)CCNC(=O)Cc1c(C(=O)O)n(C)c2ccccc12	-3%	3%	1%	x	x	x	5%	0%	4	-4%	2%
Clc1ccc2nc(-c3cccc(SC4CCCCC4)c3)c(NCc3ccccc3)n2c1	0%	u	x	-6	1	-4%	-2%	-4%	x	0%	x
O=C(Nc1ccc(N2CCOCC2)c(S(=O)(=O)Nc2ccccc2Cl)c1)c1ccc(F)cc1	x	x	x	-16	-10	-1%	x	-7%	x	-4%	x
O=C(CNC(=O)c1ccccc1)OCCCOC(=O)CNC(=O)c1ccccc1	0%	8%	-22%	4	4	8%	-1%	18%	x	2%	2%
O=C(O)c1ccc(CSc2nnc(-c3ccco3)n2-c2ccccc2)cc1	-1%	-16%	11%	5	5	1%	-7%	5%	-2	-3%	2%
CC(C)(C)c1cc(/C=C2\NC(=O)NC2=O)cc(C(C)(C)C)c1O	-3%	-1%	21%	-7	-10	0%	-1%	-4%	-1	0%	-21%
CC(=O)N(c1nc(CCl)cs1)c1ccc(C)cc1C	-4%	1%	-20%	-11	27	3%	-3%	-3%	0	5%	2%
CCOc1ccc(CN2CCNC(=O)C2CC(=O)NCCc2nc(C)c3c(n2)CCC3)cc1 (centres undefined)	-2%	4%	-18%	-3	1	4%	-4%	3%	-4	2%	-5%
COc1ccc(CN=C2NC(=O)CC(C(=O)Nc3ccc(Cl)cc3)S2)cc1 (centres undefined)	-1%	2%	u	-2	-3	6%	-4%	-2%	-1	9%	-2%
CC(C)Cn1c(N)c(C(=O)COC(=O)[C@H](C)NC(=O)c2ccccc2Cl)c(=O)n(C)c1=O	1%	7%	x	1	12	-3%	1%	-1%	x	-14%	x
COc1cc2c(cc1OC)CN(C(C)C(=O)Nc1ccc(NC(C)=O)cc1)CC2 (centres undefined)	-1%	-1%	-19%	31	2	4%	2%	2%	0	3%	1%

Rewritten comma-delimited: part of the list above
smiles,NPC1 prom act,FLuc counter,RORgamma inh,KCNH2 3.1 block,Giardia killer,uPA surface inh,Rab9 prom act,ELG1 genotox,FBPA coupling cs,Tb PFK inh,Gal4-VP16 FLuc
O=C(O)c1ccc(CSc2nnc(-c3ccco3)n2-c2ccccc2)cc1,-1%,-16%,11%,5,5,1%,-7%,5%,-2,-3%,2%
CCOc1ccc(CN2CCNC(=O)C2CC(=O)NCCc2nc(C)c3c(n2)CCC3)cc1 (centres undefined),-2%,4%,-18%,-3,1,4%,-4%,3%,-4,2%,-5%
COc1cc2c(cc1OC)CN(C(C)C(=O)Nc1ccc(NC(C)=O)cc1)CC2 (centres undefined),-1%,-1%,-19%,31,2,4%,2%,2%,0,3%,1%
CC(C)(C)c1cc(/C=C2\NC(=O)NC2=O)cc(C(C)(C)C)c1O,-3%,-1%,21%,-7,-10,0%,-1%,-4%,-1,0%,-21%

More records follow.
SMILES	NPC1 prom act	FLuc counter	RORgamma inh	KCNH2 3.1 block	Giardia killer	uPA surface inh	Rab9 prom act	ELG1 genotox	FBPA coupling cs	Tb PFK inh	Gal4-VP16 FLuc
CCOc1ccc(NC(=O)CN(C)C(=O)c2ccc(-c3ccc(C(C)=O)cc3)o2)cc1OCC	u	u	x	-1	5	u	u	u	x	2%	x
Cc1cccc(N=C2NC(=O)/C(=C/c3cccs3)S2)c1	8%	u	u	-10	9	-16%	-2%	-1%	1	-9%	13µM*
CS(=O)(=O)c1ccc(Cl)c(NC(=O)Cc2ccccc2F)c1	-5%	0%	0%	-31	3	-2%	5%	0%	-1	-4%	6%
CC(C)OC(=O)c1nnc(-c2ccccc2)nc1OC(C)C	12%	-1%	41%	30	7	4%	-1%	-3%	-1	-2%	20%
CCOC(=O)/C(=C/C=C1\Sc2cc(C)c(C)cc2N1CC)C(C)=O	-4%	-21%	-31%	21	-6	-8%	-13%	-8%	-1	-10%	u
O=C(COc1ccc2c3c(c(=O)oc2c1)CCC3)NCCN1CCOCC1	-3%	5%	-9%	12	6	-4%	-4%	5%	0	-6%	-6%
O=C(Nc1ccccc1)Nc1ccccn1	u	12µM*	39%&6%	6	-6	x	u	u	1&0	-7%&-2%	16%&0%
Nc1cccc(Oc2cnccn2)c1	-5%	0%	-31%	-2	13	4%	-2%	1%	-1	-5%	0%
CC1(C)CC(=O)C2=C(C1)O[C@@]1(c3ccsc3)Cc3cc(C#N)ccc3C2O1	3%[1.84 µM]	u	2%[10 µM]	x	x	x	-3%[1.84 µM]	x	0	-2%[11.5 µM]	3%[10 µM]
O=C(NCCNS(=O)(=O)c1ccccc1Cl)c1cc(OCC(F)(F)F)ccc1OCC(F)(F)F	0%	2%	21%	0	0	4%	-2%	-11%	0	1%	2%
O=C(Nc1nnc(-c2ccncc2)o1)c1ccc2ccccc2c1	-3%	-12%	1.1µM*	4	-25	-2%	-4%	-17%	-3	3%	0.56µM*
O=C1CC2(CCN(S(=O)(=O)c3ccccc3)CC2)Oc2ccccc21	7%	3%	x	-5	16	17%	1%	0%	x	-5%	x
Nc1c(-c2ccc(F)cc2)cnn1C1CCS(=O)(=O)C1 (centres undefined)	x	1%	0%	-1	10	6%	x	x	2	x	-2%
Cc1ccc(-n2c(CCc3ccccc3)nnc2SCC(=O)NCc2ccccc2)cc1C	-3%	5%	u	0	0	-2%	2%	-25%	3	3%	u
CC(C)(C)c1cc(C(=O)N/N=C/c2ccc(O)cc2)n(-c2ccccc2)n1	7%	-19%	u	10	18	-14%	-9%	1%	4	-3%	8%
O=C(Nc1cccc(-c2nnc(-c3ccccc3)o2)c1)c1ccc(Br)o1	-2%	u	u	-38	-13	u	0%	-6%	0	7%	0%
Cc1ccc(N(CN2C(=O)C3CC=CCC3C2=O)C(=O)c2ccco2)cc1Cl (centres undefined)	1%	3%	5%[10 µM]	-4	-6	-9%	1%	0%	-2	0%	-8%
COc1ccc(NC(=O)CCSc2nnc(C)s2)cc1	x	-8%	-6%	20	-5	-6%	x	x	0	x	19%

Entries above shown as hits in RORgamma inh.
canonical_smiles	NPC1 prom act	RORgamma inh	uPA surface inh	Rab9 prom act
O=C(Nc1nnc(-c2ccncc2)o1)c1ccc2ccccc2c1	-3%	1.1µM*	-2%	-4%

Screening results: PubChem, National Center for Advancing Translational Sciences (NCATS)

Hits appear at their usual frequency; 14% or so of the library scored in one or more.
